# Bioassay records (PubChem BioAssay)
# Dynein cargo inh = blocks dynein driven cargo transport along microtubules. 3617.4 mouse cells, GR-EGFP nuclear translocation imaging; test concentration mostly 20 µM; stimulated with dexamethasone, 1 µM; active compounds read low. z-score, hits read low. hit rate 0.47% among 220,000;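 active means plate z-score of nuclear minus cytoplasmic receptor signal below a set negative limit, without overly bright fluorescence or cell loss, cut at about -3.5 in these data, passing the limit was not always enough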;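 further: z-score of nuclear minus cytoplasmic ring GR-EGFP intensity difference per well; some compounds called inactive have numbers as strong as hits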
#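 Buffer or medium: tetracycline-free induction medium containing charcoal-stripped FBS / Reagent: dexamethasone agonist, 1.0 µM final, for 30 min / Technique: automated 10x imaging of fixed Hoechst-stained cells / Times: induction 48 h, compound 1 h, agonist 30 min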
# MT stabilizer = microtubule stabilization, imaging screen; HeLa tubulin immunostaining HCS, 24 h; share of cells brighter than vehicle mean+2SD; % tubulin-high responders, % at 10 µM; hit rate 0.83% among 200,000;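 active means plate Z-score above 3 for both tubulin-high and condensed-nucleus cell shares, with cell loss under 80%, at 10 µM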;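 further: anti alpha tubulin signal scored within the nucleus-defined area of each cell; some results filed as inactive read as strong as hits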
# Autophagy HCS = alters autophagy in cells | MEF GFP-LC3 puncta imaging; test concentration mostly 10 µM | calls only at 10 µM (by protocol) | hit rate 0.98% among 190,000;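 active means percentage of spot-positive cells more than 3 SD above its plate mean, without a fluorescence outlier flag or 80% toxicity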;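 further: spot-positive cell cutoff set from DMSO-treated cells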
# Insulin prom up = MIN6 insulin promoter up-regulation; MIN6 insulin promoter-GFP reporter, high-content imaging; active compounds read high; z-score at 5 µM; hit rate 0.3% among 190,000;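 active means z-score above 3 at 5 µM with at least 500 cells counted in the well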
# bCat nuc transl = modulators of beta-catenin nuclear translocation | HeLa beta-catenin nuclear translocation, immunofluorescence imaging | nuclear translocation activity, % at 5 µM | hit rate 0.3% among 190,000;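 active means nuclear translocation activity above 50% at 5 µM, with a well cell count of 50 or more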;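 further: per-cell ratio of nuclear to cytoplasmic median beta-catenin stain intensity; plate controls were DMSO negative control for no effect and GSK-3 inhibitor IX positive control for full effect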
#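 Read-out: Nuclear/cytoplasmic beta-catenin signal ratio, % activation | Assay system: Human HeLa cell line | Times: 24 h compound exposure at 37°C, 5% CO2 | Signal: Fluorescence imaging of beta-catenin antibody stain plus DAPI | Dosing: 5 µM primary, 0.02–20 µM confirmation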
# WT yeast gro inh = growth inhibition of WT yeast, mitochondrial fusion screen; mitochondrial fusion phenotypic screen, WT strain; inhibition, % at 10 µM; hit rate 2.1% among 190,000; AID 1362; in the data active means inhibition above about 58%; tested in S. cerevisiae
# Lipid droplet = modulators of hepatic lipid droplet formation; AML12 mouse hepatocytes, oleate lipid droplets, BODIPY imaging; inhibition, % at 6.5 µM; hit rate 0.4% among 240,000; AID 1656;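 active means lipid droplet intensity inhibited by at least 50%, with more than 500 cells counted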
#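 Assay system: AML12 hepatocytes (mouse); Probe or stimulus: oleic acid at 100 µM to induce lipid droplet formation; Dosing: compound at 6.5 µM only; Schedule: compound with oleate, overnight; Detection: fluorescence imaging, 20x objective, two fields per well; Measure: % inhibition of lipid droplet signal.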
# XIAP antagonists = XIAP antagonists, biochemical, IAP family, fluorescence polarization (AID 1018) | XIAP BIR domain, fluorescence polarization peptide displacement; higher % means a stronger effect | displacement, % at 20 µM, or IC50 in µM where a hit was titrated | hit rate 0.007% among 200,000; in the data active means displacement above about 50%; further: a part of the inactive calls stands beside numbers as strong as those of hits
# CSM14.1 death rescue = rescue of cells from ER stress-induced death, primary screen, 384-well, CSM14.1, thapsigargin, ATP luminescence (AID 1222). CSM14.1 thapsigargin-induced death rescue, ATP luminescence; higher % means a stronger effect. 190,000 tested, under 10 active. one-dose cellular ATP content (survival), % at 20 µM; EC50 in µM for titrated hits;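 active means EC50 below 50 µM in the dose-response confirmation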;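 further: death triggered by thapsigargin at about 15 µM added after 2 h compound pretreatment; cell ATP read after overnight thapsigargin exposure of roughly 18 to 22 hours; normalized against plate controls of thapsigargin alone and 5% DMSO vehicle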
# WT yeast gro inh mutant strain = second read-out of WT yeast gro inh, no call of its own (marks repeat the call); inhibition, %; mitochondrial fusion phenotypic screen, mutant strain inhibition
# Dynein cargo inh cytoplasmic EGFP = further read-out of Dynein cargo inh, marked with its call; z-score; measured here: cytoplasmic GR-EGFP intensity; active compounds read high
# Dynein cargo inh nuclear GR-EGFP = further read-out of Dynein cargo inh, marked with its call; z-score; measured here: nuclear GR-EGFP intensity;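 lower value marks the stronger effect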
# Dynein cargo inh cell count = second read-out of Dynein cargo inh, no call of its own (marks repeat the call); z-score; measured here: cell count per field
# Insulin prom up cell count = recorded beside Insulin prom up, whose call it bears; cell count; measured here: cytotoxicity, nuclei count;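 total cells summed across four imaged fields per well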
# Lipid droplet cells 6.5 µM = also measured in Lipid droplet; calls as there; cell count; measured here: cell count, cytotoxicity flag;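 cells counted across two imaged fields per well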
# bCat nuc transl cell count 5 µM = further read-out of bCat nuc transl, marked with its call; cell count; measured here: cell count, cytotoxicity flag
# MT stabilizer Hoechst-high % = further read-out of MT stabilizer, marked with its call; % Hoechst-high responders; measured here: nuclear condensation Hoechst responders;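 share of cells brighter than vehicle mean plus two SD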
# MT stabilizer cytotoxicity % = recorded beside MT stabilizer, whose call it bears; toxicity, %; measured here: cytotoxicity by cell density;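 0% = mean cell density of plate MIN control wells and 100% = no cells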
# Autophagy HCS cell loss 18 h = second read-out of Autophagy HCS, no call of its own (marks repeat the call); toxicity, %; measured here: cell loss, nuclei count;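 cell loss after 18 h compound exposure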
# Numbers without * were called inactive; i = inactive; / = no result given.
# The line under a structure holds: Dynein cargo inh, Dynein cargo inh cytoplasmic EGFP, Dynein cargo inh nuclear GR-EGFP, Dynein cargo inh cell count, MT stabilizer, MT stabilizer Hoechst-high %, MT stabilizer cytotoxicity %, Autophagy HCS, Autophagy HCS cell loss 18 h, Insulin prom up, Insulin prom up cell count, bCat nuc transl, bCat nuc transl cell count 5 µM, WT yeast gro inh, WT yeast gro inh mutant strain, Lipid droplet, Lipid droplet cells 6.5 µM, XIAP antagonists, CSM14.1 death rescue
CCC1(C)Cc2c(sc3nn[nH]c(=O)c23)CO1 (stereo not drawn)
→ 0.0914, -0.0341, 0.253, 0.117, 2.0, 1.0, 6.9, i, -5.1, -1.03, 851, /, /, 10.9, -11.7, 6.1, 775, -4.2%, -0.9%
Cc1cc(S(=O)(=O)N2CCCC2)c(C)s1
→ -0.815, -0.213, -0.254, 4.49, 5.5, 3.5, 7.1, i, 28.6, 0.41, 1639, -1.5, 1470, -23.6, -12.7, /, /, -1.3%, -0.6%
O=C1CCC([N+](=O)[O-])C(c2cccc([N+](=O)[O-])c2)N1 (stereo not drawn)
→ -0.835, -0.293, 0.257, 0.97, 3.8, 1.3, 1.7, i, 3.7, /, /, 0.3, 547, 3.5, -1.6, 12.2, 750, -4.6%, 0.5%
Cc1onc(-c2ccccc2)c1C(=O)Nc1cc(C(F)(F)F)ccc1N1CCOCC1
→ -0.13, -0.187, 0.0888, 0.705, 33.2*, 51.3*, 53.6*, i, 32.3, 1.14, 944, 69.8*, 464*, 7.3, 7.5, /, /, -6.4%, 1.0%
CC(C)CN(C)C(=O)CC1C(=O)NCCN1C (stereo not drawn)
→ -0.617, -0.378, -0.431, 1.64, 2.6, 1.2, 6.7, i, 0.4, 0.02, 1426, -2.9, 1080, -6.4, 2.5, -3.1, 705, -6.6%, 0.4%
CCOC(=O)N1CCN(CC(O)COc2c(C)cccc2C)CC1 (stereo not drawn)
→ -0.0632, 0.0269, 0.0693, 1.12, 2.8, 2.1, 8.7, i, -6.8, 2.61, 1314, /, /, 7.5, 3.9, -23.9, 675, -11.7%, -6.4%
O=C(O)CCN1C(=O)C2C3c4ccccc4C(c4ccccc43)C2C1=O (stereo not drawn)
→ 0.71, -0.218, 0.776, -0.49, /, /, /, /, /, 0.09, 1113, 0.6, 1351, /, /, 1.7, 717, /, /
Cc1nn(Cc2ccccc2)c(C)c1/C=N/NC(=O)CNc1cccc(C(F)(F)F)c1
→ 0.223, -0.171, 0.0234, -0.439, 5.4, 2.0, 0.3, i, 6.7, 0.89, 1555, 1.9, 1064, 6.2, 0.3, -28.7, 548, -1.5%, -1.4%
COc1ccc(S(=O)(=O)N(CC(=O)NC(C)C)Cc2ccccc2)cc1
→ -0.402, -0.326, -0.303, 0.691, 2.2, 2.4, 6.4, i, -1.2, 0.16, 988, -4.8, 1099, 10.0, 9.3, 0.6, 754, -4.4%, 4.8%
CC1(c2ccccc2)NC(=O)N(CCN2C(=O)c3ccccc3C2=O)C1=O (stereo not drawn)
→ -0.136, -0.156, 0.172, 0.059, 1.2, 1.7, 8.7, i, 13.6, -0.77, 1075, 1.5, 1182, 14.2, 5.7, /, /, -1.4%, 1.4%
CCCCCCc1cc2cc(C(=O)NC)c(=N)oc2cc1O
→ -7.46*, -0.432*, -3.25*, 0.452*, 4.8, 3.2, 6.7, i, 6.8, 1.01, 1397, /, /, 22.8, -12.7, /, /, -4.4%, 2.0%
COCCN(C(=O)CSc1nnc(-c2ccccc2F)n1C)c1c(N)n(Cc2ccccc2)c(=O)[nH]c1=O
→ 0.308, -0.353, 0.0585, 0.119, 2.3, 2.4, 8.3, i, 13.2, -0.23, 1359, 0.1, 1101, 4.0, -0.5, 3.8, 717, -8.4%, /
Cc1cccc(-c2nnc(NC(=O)c3cccs3)s2)c1
→ -0.0803, -0.173, 0.867, -0.83, 3.6, 2.1, 3.5, i, -8.0, -0.09, 1158, 2.9, 519, 7.2, -19.6, 2.9, 700, -2.3%, -4.8%
Clc1ccc(-c2nc3ccccn3c2CN2CCCCC2)cc1
→ -1.25, -0.306, -0.658, 1.14, 1.3, 2.1, 6.1, i, -0.5, -0.68, 1130, -2.9, 1036, 11.9, 3.8, -6.4, 675, -1.3%, /
C=CCN1C(=O)C(CCCC)NC1=S (stereo not drawn)
→ 0.196, -0.256, 0.243, 0.278, 3.0, 1.4, 8.5, i, -5.9, -0.24, 1378, -0.8, 1063, -12.0, 13.6, -1.1, 619, -7.3%, 2.9%
CCOC(=O)CC(=O)CSc1nc(-c2ccc3c(c2)OCO3)cc(C(F)(F)F)c1C#N
→ -0.62, 0.21, -0.449, 0.52, 1.5, 1.4, 6.0, i, 1.6, 1.31, 1581, -0.3, 1324, -10.0, -29.1, /, /, -5.7%, -1.9%
O=C(NCCCCc1ccccc1)c1cccc([N+](=O)[O-])c1
→ -0.474, -0.231, -0.295, 0.781, 1.9, 2.1, 4.6, i, 2.0, -0.62, 1344, 0.3, 1525, 1.2, 2.0, 0.4, 733, -1.1%, 2.2%
Cc1ccc(S(=O)(=O)N2CCC(=O)N(C(COCc3cccc(C(F)(F)F)c3)C(C)C)CC2)cc1 (stereo not drawn)
→ 0.408, -0.301, 0.491, 0.277, 5.8, 2.6, 15.1, i, -12.2, 0.63, 1201, -4.5, 571, 31.9, -30.9, -42.0, 729, -5.3%, -4.1%
O=C(Nc1ccc(Br)cn1)c1cccc(-c2cc3ccccc3oc2=O)c1
→ -0.61, 0.276, -0.331, -0.196, 3.4, 2.2, 0.6, i, -7.6, -0.06, 1429, -0.4, 1073, 7.8, 7.9, -1.3, 540, -7.0%, -1.8%
Cn1c(SCc2ccccc2)nnc1-c1ccco1
→ -0.249, -0.325, -0.194, 0.0896, 3.2, 1.8, 8.7, i, 6.8, -0.16, 1173, 1.2, 1119, -4.3, -17.2, 31.2, 713, -5.2%, -2.0%
Cc1ccc(NC(=O)CSc2nnc3ccccn23)cc1S(=O)(=O)N1CCOCC1
→ 0.545, -0.233, 0.789, -0.296, 2.3, 2.6, 3.3, i, 8.3, 0.34, 1192, 4.0, 1008, -0.6, 2.2, -2.8, 665, -8.0%, -0.4%
Cc1cc(C)nc(N2CCN(c3ncnc4c3cnn4Cc3ccc(Cl)cc3Cl)CC2)n1
→ /, /, /, /, /, /, /, /, /, -2.42, 1262, -3.9, 950, /, /, /, /, -7.4%, 6.2%
COCCN1C(=O)c2cc(C(=O)Nc3ccc(C)c(F)c3)ccc2C1Nc1ccc(C)c(F)c1 (stereo not drawn)
→ 2.84, -0.131, 2.74, -1.47, 4.5, 3.8, 13.2, i, 7.1, 0.45, 1125, -2.0, 588, -4.4, -16.4, 14.4, 707, -2.1%, -4.4%
O=C(COc1ccc(S(=O)(=O)Nc2ccccc2)cc1)NCc1ccncc1
→ 2.04, -0.284, 1.33, -1.14, 8.2, 2.1, 9.7, i, -20.6, -0.2, 1704, -0.8, 829, -2.0, 2.2, 6.7, 674, -5.6%, -2.0%
NC(=O)c1ccccc1NC(=O)Nc1cccc2ccccc12
→ -0.474, -0.364, -0.193, 0.476, 1.4, 2.1, 1.2, i, 5.5, 0.55, 1223, -1.1, 1075, -18.3, -20.1, 20.8, 690, -3.6%, 4.6%
CC(C(=O)N1CCCc2ccccc21)N1C(=O)c2ccccc2C1=O (stereo not drawn)
→ 1.59, -0.146, 0.812, 0.0826, 4.2, 2.9, 9.2, i, 13.7, /, /, 1.5, 1073, -1.6, -6.3, -4.0, 727, -9.4%, -2.2%
CCC(C)(C)n1nnnc1C(c1ccc(C)cc1)N1CCC(C)CC1 (stereo not drawn)
→ -0.718, -0.244, -0.993, 1.22, 3.5, 1.1, 7.1, i, 2.3, -0.13, 1585, -0.6, 1277, 5.0, -5.1, /, /, -4.3%, -0.3%
O=C(Nc1ccccc1)c1ccc(Nc2c([N+](=O)[O-])cc([N+](=O)[O-])c3ccccc23)cc1
→ 0.0176, -0.217, 0.037, 0.521, 2.3, 2.0, 3.9, i, -1.6, -1.14, 1034, -0.5, 1035, -0.1, -1.1, 1.4, 636, -1.8%, -1.2%
O=C1CCCC2=C1C(c1c(Cl)nc3sccn13)C1=C(CCCC1=O)N2
→ /, /, /, /, /, /, /, /, /, 0.69, 1167, -3.2, 1201, /, /, -0.6, 793, -2.0%, -2.8%
COCCn1c(=O)[nH]c2cc(C(=O)NCCN3CCN(c4ccccc4)CC3)ccc2c1=O
→ 0.628, 0.067, 1.15, -0.974, 2.9, 3.6, 9.6, i, -0.9, -0.98, 1422, 1.5, 1416, 5.2, -5.5, /, /, -6.1%, -0.9%
COc1ccc(C2C(CN3CCOCC3)C(=O)N2c2ccccc2)cc1 (stereo not drawn)
→ -0.301, -0.235, -0.0431, 0.28, 2.7, 0.9, 0.8, i, 1.9, 0.17, 1343, -0.3, 1525, -12.4, -10.4, -0.9, 677, -3.1%, 0.1%
COC(=O)Cn1c(=O)oc2ccc(C)cc21
→ -0.995, -0.334, -0.564, 0.985, 1.4, 1.5, 5.6, i, 2.3, -0.66, 1417, 0.5, 946, -0.7, 0.8, -7.6, 681, -4.3%, 1.0%
CC(=O)Nc1ccc(S(=O)(=O)NCC2CCC(C(=O)N3CCN(c4ccccn4)CC3)CC2)cc1 (stereo not drawn)
→ 1.16, -0.238, 0.866, -0.159, 1.7, 2.1, 17.0, i, 85.4, /, /, /, /, 13.2, -9.4, /, /, -3.3%, -1.1%
CCOc1ccc(Br)cc1S(=O)(=O)Nc1ccc(C(=O)Nc2ccc(C)cc2)cc1
→ 0.7, 0.806, 0.263, -0.506, 2.5, 3.9, 9.6, i, 7.9, 0.12, 1310, -0.9, 985, -16.9, -10.3, 14.3, 592, -2.8%, -0.9%
